# Compound activity from PubChem.
# Growth percent in the NCI-60 one-dose screen (48 h, 10 µM unless noted): 100 = growth as untreated, 0 = no growth, -100 = all killed.
# KM12: KM12 colon cancer cells; hit rate 5% among 82,000; AID 1794800
# U251: U251 CNS tumor cells; hit rate 5.4% among 80,000; AID 1794753
# HCC-2998: HCC-2998 colon cancer; hit rate 4.7% among 79,000
# SNB-75: SNB-75 CNS cancer | hit rate 5% among 79,000 | AID 1794750
# HCT-116: HCT-116 colon cancer; hit rate 7.3% among 82,000
# SF-295: SF-295 CNS cancer cells; hit rate 5.6% among 79,000
# SNB-19: SNB-19 CNS cancer cells; hit rate 2.5% among 81,000; AID 1794751
# SF-268: SF-268 CNS cancer cells | hit rate 3.1% among 82,000
# SF-539: SF-539 CNS cancer | hit rate 6.8% among 81,000
# Numbers without * were called inactive; . = no result given. Rule for the calls: active = growth percent below 10; inactive = the rest.
entry	SMILES	KM12	U251	HCC-2998	SNB-75	HCT-116
1	O=C(Nc1cccc2c1N(C(=O)c1ccco1)CCC2)c1ccco1	103	106	103	85	106
2	CCN(CC)C(=O)c1ccccc1	108	100	101	91	93
3	CSc1nc(=S)c2nc(SC)n(-c3ccccc3)c2[nH]1	.	94	115	95	93
4	COc1cc(-c2nc(SC(C)C)[nH]c(=O)c2C#N)ccc1OCc1ccccc1	99	94	106	104	107
5	COc1ccc(CC(=O)OCCCl)cc1	102	98	104	88	102
6	O=C(NNC(=O)c1ccc2ccccc2c1)c1cccc(F)c1	112	104	103	103	100
7	Cc1cccc2c(=O)c3c(sc12)c(NCCCNCCO)nc1ccccc13	34	29	13	24	-30*
8	CCOC(=O)c1c(C)nn(CC(O)c2ccccc2)c1NC(=O)Nc1cccc(C(F)(F)F)c1 (centres undefined)	69	75	96	52	61

entry	SF-295	SNB-19	SF-268	SF-539
1	99	97	103	100
2	113	98	112	112
3	105	100	96	103
4	89	88	97	96
5	102	114	98	114
6	103	100	113	115
7	75	65	52	59
8	48	76	67	93

# Looked up by compound from the entries so far, 4 records:
entry	SMILES	KM12	U251	HCC-2998	SNB-75	HCT-116
3	CSc1nc(=S)c2nc(SC)n(-c3ccccc3)c2[nH]1	.	94	115	95	93
8	CCOC(=O)c1c(C)nn(CC(O)c2ccccc2)c1NC(=O)Nc1cccc(C(F)(F)F)c1 (centres undefined)	69	75	96	52	61
1	O=C(Nc1cccc2c1N(C(=O)c1ccco1)CCC2)c1ccco1	103	106	103	85	106
2	CCN(CC)C(=O)c1ccccc1	108	100	101	91	93

entry	SF-295	SNB-19	SF-268	SF-539
3	105	100	96	103
8	48	76	67	93
1	99	97	103	100
2	113	98	112	112

# New compounds follow:
entry	SMILES	KM12	U251	HCC-2998	SNB-75	HCT-116
9	NS(=O)(=O)c1nc(Cl)c2[nH]cnc2n1	113	100	106	106	104
10	NS(=O)(=O)c1ccc(CCN2C(=O)/C(=C\c3ccc(Br)cc3)C=C2c2ccc(Cl)cc2)cc1	101	93	105	64	92
11	Cc1ccc(S(=O)(=O)N(C)CC(=O)NNC(=O)CSc2ccc(F)cc2)cc1	100	105	110	100	99
12	COc1cc(C(O)CCBr)c(OC)cc1C (centres undefined)	92	91	103	88	78
13	CCN(CC)CCSCCN(CC)CC	107	92	119	96	107
14	COc1ccc(S(=O)(=O)N2CCN(C)CC2)cc1NC(=O)c1[nH]c(C)c2c1CCCCC2=O	65	68	64	17	54
15	CCCCCCCC(C)NCCO (centres undefined)	102	108	105	99	111
16	O=C(N/N=C\c1ccc2c(c1)OCO2)N/N=C/c1ccc2c(c1)OCO2	117	109	107	87	103

entry	SF-295	SNB-19	SF-268	SF-539
9	107	98	108	102
10	98	90	90	94
11	104	99	97	99
12	93	117	93	104
13	101	106	106	97
14	55	66	82	53
15	90	109	106	105
16	118	101	113	111

# Continuation.
entry	SMILES	KM12	U251	HCC-2998	SNB-75	HCT-116
17	O=C1/C(=C\c2cn(-c3nc(N4CCOCC4)nc(N4CCOCC4)n3)c3ccccc23)c2ccccc2N1c1c(Cl)cccc1Cl	89	53	75	0.9*	72
18	CN(O)S(=O)(=O)NCCOc1ccc(C(C)(C)C)cc1	101	104	105	83	98
19	COc1ccc(C(=O)COc2ccc(/C=C3\Oc4ccc(OC)cc4C3=O)cc2)cc1	94	93	.	101	85
20	COc1cc(/C=C\c2cccnc2Nc2ccc(Cl)cc2)cc(OC)c1OC	83	76	105	86	73
21	CC(C)N1C(=O)/C(=C2\SC(=S)N(C(C)C)C2=O)SC1=S	100	91	98	62	95
22	COc1ccc(C2CC(c3cccc(Nc4ccncc4)c3)=NN2c2ccccc2)cc1 (centres undefined)	-18*	8.8*	-53*	65	1.4*
23	CN1CCN(CC(=O)N(C)c2ccc(N=C(c3ccccc3)c3c(O)[nH]c4ccc(C#N)cc34)cc2)CC1	9.4*	36	40	3.4*	9.4*
24	O=C(Nc1ccc(Cl)cc1)c1cc(-c2ccc(Cl)cc2)c2sc(=O)[nH]c2n1	4.2*	0.8*	19	10	0.3*

entry	SF-295	SNB-19	SF-268	SF-539
17	38	70	58	63
18	114	93	101	96
19	82	93	121	104
20	79	89	91	87
21	101	93	95	85
22	64	84	72	60
23	18	61	32	-20*
24	-12*	8.0*	14	7.8*

# Next section:
entry	SMILES	KM12	U251	HCC-2998	SNB-75	HCT-116
25	Cc1ccc2nc(NC(=O)CSc3nc(-c4ccccc4)c(C#N)c(N4CCN(C)CC4)n3)sc2c1	92	68	95	60	81
26	COc1cc(/C=C2\SC(=S)N(CCCN3CCOCC3)C2=O)ccc1O	98	94	110	93	94
27	S=C(Nc1ccccc1)Nc1cccc(NC(=S)Nc2ccccc2)c1	99	101	112	92	112
28	COC(=O)c1ccccc1C=O	108	102	113	92	105
29	CC(=O)N(C)c1ccc(Nc2cc(C)[nH]c3ccc4ncnc4c23)cc1	68	50	27	55	19
30	COc1ccc(C2CC(c3ccc(Cl)cc3)=NN2c2ccc(Cl)cc2)cc1 (centres undefined)	89	105	101	96	86
31	CCCCN1C(=O)c2cccc3c(/C=C/CN4C(=O)c5cccc6cccc(c56)C4=O)ccc(c23)C1=O	99	98	107	92	102
32	CCOC(=O)/C(=C/O)c1c[nH]c2ccccc12	98	96	104	80	80

entry	SF-295	SNB-19	SF-268	SF-539
25	97	79	60	81
26	99	94	97	98
27	99	97	97	111
28	.	101	113	104
29	77	59	55	41
30	98	97	102	111
31	104	90	91	99
32	107	104	94	100

# The list continues:
entry	SMILES	KM12	U251	HCC-2998	SNB-75	HCT-116
33	O=C1COCCN1c1ccc(NS(=O)(=O)c2ccc(-c3cnc(C4CC4)o3)cc2)cc1	97	97	108	93	94
34	NC(N)=N/N=C/c1ccc(Cl)c([N+](=O)[O-])c1	104	105	95	80	.
35	c1ccc(-n2nnnc2-c2cccc3ccccc23)cc1	31	19	23	-7.2*	15
36	CCCCCCN(CCCCCC)CCCNc1nccc2ccccc12	10.0*	9.7*	-59*	34	8.2*
37	NC(=O)CSCc1ccccc1	104	95	105	87	89
38	COc1cc(Nc2ccnc(NCCCNc3ccnc4cc(Cl)ccc34)n2)cc(OC)c1	47	-64*	-65*	-59*	-54*
39	CC(C)CCCC(=O)O	102	103	103	95	107
40	COc1ccc(N2CCN(C3=C(Cl)C(=O)c4ncccc4C3=O)CC2)cc1	96	91	107	85	-60*

entry	SF-295	SNB-19	SF-268	SF-539
33	91	95	96	99
34	106	105	.	96
35	1.3*	37	43	-19*
36	-51*	20	33	-23*
37	103	99	102	94
38	-76*	2.0*	-20*	-99*
39	.	101	106	98
40	108	95	86	90

# (more compounds)
entry	SMILES	KM12	U251	HCC-2998	SNB-75	HCT-116
41	COc1ccc(-c2cc(C#N)c(N)o2)cc1	98	95	103	83	101
42	Brc1ccc(C2CC(n3nnnc3-c3ccccc3)=NN2)cc1 (centres undefined)	112	103	100	80	101
43	Cc1nc(-c2ccc(Cl)cc2)ccc1-c1nnc(SCC(=O)c2ccc(Cl)cc2)o1	98	98	101	88	101
44	COC(=O)c1nc(-c2cccc(Cl)c2)nc2ccccc12	98	101	108	80	102
45	Oc1c(CN2CCOCC2)cc(/C=C/c2cc(CN3CCOCC3)c(O)c3ncccc23)c2cccnc12	81	40	87	88	89
46	C#Cc1ccc(-n2c(/C=C/c3c(OC)cc(OC)cc3OC)nc3ncccc3c2=O)cc1	.	99	91	87	100
47	OC(CCCN1CCCCC1)(c1ccccc1)c1ccc(C(F)(F)F)cc1 (centres undefined)	104	94	101	88	93
48	NS(=O)(=O)c1cc2c(cc1Cl)NC(CSCc1ccccc1)=NS2(=O)=O	110	98	103	83	107

entry	SF-295	SNB-19	SF-268	SF-539
41	102	90	84	89
42	119	102	110	105
43	94	95	106	94
44	103	92	97	101
45	100	73	72	96
46	99	95	87	99
47	100	91	95	105
48	117	104	103	104

# The results go on:
entry	SMILES	KM12	U251	HCC-2998	SNB-75	HCT-116
49	CC(=O)C1(c2ccccc2)Oc2ccccc2-n2c(C#N)c3ccccc3c2C1=O (centres undefined)	85	97	.	76	92
50	CCOC(=O)C1=C(CSC(=S)N2CCN(c3ccccc3)CC2)N(C)C(=O)NC1c1ccccc1 (centres undefined)	96	78	104	87	60
51	CCCCCCCCC/C(=N\NC(=O)c1ccncc1)c1ccc(O)c(O)c1O	22	12	33	37	27
52	CCCCN(CCNc1cc(OC)cc2cccnc12)C1CCCC1	85	86	99	93	44
53	COc1cc(-c2csc(NC(=O)Nc3ccc(F)c(Cl)c3)n2)cc(OC)c1OC	33	11	83	68	58
54	COc1cc2c(cc1OCCCOc1cc3c(cc1OC)C(=O)N1CC(F)(F)C[C@H]1C=N3)N=C[C@@H]1CC(F)(F)CN1C2=O	-18*	18	-7.6*	-8.0*	4.8*
55	Clc1ccc(-c2cc(-c3ccc(Cl)cc3)nc(N3CCN(CCNc4ccnc5cc(Cl)ccc45)CC3)n2)cc1	94	98	114	105	90
56	CCCCC1COc2cccc3c(SCC(=O)N(C)c4ccc(OC)cc4)cc[n+]1c23 (centres undefined)	103	106	114	116	100

entry	SF-295	SNB-19	SF-268	SF-539
49	95	94	96	102
50	84	90	86	101
51	16	34	18	7.6*
52	18	99	88	95
53	15	39	59	66
54	8.5*	24	30	-28*
55	103	100	97	108
56	96	100	111	101

# Single records, from the list above.
# COc1cc2c(cc1OCCCOc1cc3c(cc1OC)C(=O)N1CC(F)(F)C[C@H]1C=N3)N=C[C@@H]1CC(F)(F)CN1C2=O as listed: KM12: -18*; U251: 18; HCC-2998: -7.6*; SNB-75: -8.0*; HCT-116: 4.8*; SF-295: 8.5*; SNB-19: 24; SF-268: 30; SF-539: -28*
# CCCCN(CCNc1cc(OC)cc2cccnc12)C1CCCC1 as listed: KM12: 85; U251: 86; HCC-2998: 99; SNB-75: 93; HCT-116: 44; SF-295: 18; SNB-19: 99; SF-268: 88; SF-539: 95

# Next records follow:
entry	SMILES	KM12	U251	HCC-2998	SNB-75	HCT-116
57	O=C(c1ccccc1)c1cc(Cl)ccc1O	109	100	101	.	97
58	COc1ccc2nccc(C=O)c2c1	111	88	111	78	18
59	O=C(O)CCC(=O)Nc1ccc(C(=O)O)c(O)c1	106	112	103	105	104
60	CCOc1ccc2nc(NCc3ccc(C(C)C)cc3)sc2c1	103	93	102	91	88
61	CC(C)c1ccc(C2CCCCC2O)cc1 (centres undefined)	110	106	100	108	102
62	N=c1nc(N)ncn1-c1ccccc1	108	95	101	86	97
63	CCOC(=O)c1c(C)nc2[nH]n(-c3ccccc3)c(=O)c2c1-c1ccc(Cl)cc1	104	98	104	91	101
64	Cc1nc(Nc2ccc(NC(=S)Nc3ccccc3)cc2)nc2nc(Nc3cccc(Cl)c3)[nH]c(=O)c12	106	92	114	85	94

entry	SF-295	SNB-19	SF-268	SF-539
57	103	101	110	118
58	92	98	93	80
59	112	110	111	117
60	92	99	100	100
61	97	105	108	105
62	98	98	108	96
63	103	102	106	105
64	116	102	104	68

# Carrying on:
entry	SMILES	KM12	U251	HCC-2998	SNB-75	HCT-116
65	CC(=O)OC1C=CC(=O)OC1C1OC1C (centres undefined)	104	98	99	81	105
66	O=C1CC(c2ccccc2)Oc2ccc(O)cc21 (centres undefined)	99	92	100	90	104
67	C=CCNc1ccccc1C	125	97	89	93	88
68	O=Cc1c([O-])on[n+]1-c1ccc(Cl)cc1	100	100	101	53	103
69	O=c1ccn(C2CCCO2)c(=O)[nH]1 (centres undefined)	108	97	104	92	97
70	CC(C)CCOC(=O)C(=O)OCCC(C)C	102	101	97	97	102
71	O=CNc1ccc2c(c1)C(=O)c1ccccc1-2	99	99	103	86	100
72	C[N+]1(C2CC3CCC2C3=O)CCOCC1 (centres undefined)	107	102	108	90	101

entry	SF-295	SNB-19	SF-268	SF-539
65	112	112	99	103
66	104	95	94	98
67	113	108	106	89
68	100	110	103	101
69	.	109	104	92
70	102	108	99	103
71	98	103	103	96
72	97	102	100	94

# Compounds 66 to 72 of the list above:
entry	SMILES	KM12	U251	HCC-2998	SNB-75	HCT-116
66	O=C1CC(c2ccccc2)Oc2ccc(O)cc21 (centres undefined)	99	92	100	90	104
67	C=CCNc1ccccc1C	125	97	89	93	88
68	O=Cc1c([O-])on[n+]1-c1ccc(Cl)cc1	100	100	101	53	103
69	O=c1ccn(C2CCCO2)c(=O)[nH]1 (centres undefined)	108	97	104	92	97
70	CC(C)CCOC(=O)C(=O)OCCC(C)C	102	101	97	97	102
71	O=CNc1ccc2c(c1)C(=O)c1ccccc1-2	99	99	103	86	100
72	C[N+]1(C2CC3CCC2C3=O)CCOCC1 (centres undefined)	107	102	108	90	101

entry	SF-295	SNB-19	SF-268	SF-539
66	104	95	94	98
67	113	108	106	89
68	100	110	103	101
69	.	109	104	92
70	102	108	99	103
71	98	103	103	96
72	97	102	100	94
